Assay outcomes from PubChem BioAssay.
NSD2 HMT inh: blocks human histone methyltransferase NSD2. hit rate 0.54% among 310,000. O96028. NSD2 peptide methylation, AlphaScreen, 120 min. inhibition, % at 12.5 µM; in the data active = inhibition above about 50%
Target sequence (O96028 whole entry, looked up): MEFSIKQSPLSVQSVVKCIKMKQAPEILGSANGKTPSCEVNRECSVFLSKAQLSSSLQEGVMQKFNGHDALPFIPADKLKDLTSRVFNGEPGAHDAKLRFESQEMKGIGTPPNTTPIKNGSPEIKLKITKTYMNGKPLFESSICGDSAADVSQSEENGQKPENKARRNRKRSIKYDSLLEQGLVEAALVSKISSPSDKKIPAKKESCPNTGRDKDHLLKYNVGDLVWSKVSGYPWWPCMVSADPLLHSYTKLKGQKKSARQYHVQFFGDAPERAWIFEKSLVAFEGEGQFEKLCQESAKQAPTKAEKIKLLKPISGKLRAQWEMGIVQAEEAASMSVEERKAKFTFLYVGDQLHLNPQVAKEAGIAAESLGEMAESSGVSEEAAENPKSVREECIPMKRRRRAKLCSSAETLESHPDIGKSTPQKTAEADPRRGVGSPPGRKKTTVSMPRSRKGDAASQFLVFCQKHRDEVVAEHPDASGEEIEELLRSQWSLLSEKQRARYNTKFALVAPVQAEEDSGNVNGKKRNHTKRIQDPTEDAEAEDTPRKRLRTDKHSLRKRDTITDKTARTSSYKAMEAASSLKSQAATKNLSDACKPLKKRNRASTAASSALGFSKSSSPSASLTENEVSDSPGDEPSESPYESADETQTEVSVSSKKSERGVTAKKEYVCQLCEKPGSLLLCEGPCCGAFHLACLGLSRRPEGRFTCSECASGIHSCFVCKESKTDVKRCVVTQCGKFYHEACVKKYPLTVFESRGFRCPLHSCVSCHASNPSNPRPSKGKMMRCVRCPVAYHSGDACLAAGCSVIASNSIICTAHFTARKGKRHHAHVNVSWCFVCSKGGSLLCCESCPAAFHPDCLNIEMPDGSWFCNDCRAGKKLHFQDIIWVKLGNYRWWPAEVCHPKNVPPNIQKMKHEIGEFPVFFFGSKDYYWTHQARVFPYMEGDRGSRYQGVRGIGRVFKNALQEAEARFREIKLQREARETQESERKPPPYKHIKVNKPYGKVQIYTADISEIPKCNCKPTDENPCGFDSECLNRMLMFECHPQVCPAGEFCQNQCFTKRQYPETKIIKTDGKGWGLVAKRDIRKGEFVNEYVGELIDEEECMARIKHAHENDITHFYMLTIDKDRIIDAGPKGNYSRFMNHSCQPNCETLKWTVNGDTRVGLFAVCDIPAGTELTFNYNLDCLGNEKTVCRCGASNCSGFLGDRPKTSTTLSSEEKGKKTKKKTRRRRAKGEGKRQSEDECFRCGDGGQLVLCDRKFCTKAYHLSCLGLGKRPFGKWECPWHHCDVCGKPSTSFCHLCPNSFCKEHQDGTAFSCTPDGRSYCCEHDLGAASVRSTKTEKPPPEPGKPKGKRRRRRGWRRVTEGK
The depositor's hits bear a star.

The first 5 entries, ahead of the listing:
mol | NSD2 HMT inh
COc1ccc(N2CCN(CCNS(=O)(=O)c3ccc(F)cc3)CC2)cc1 | 1.8
O=C(NCc1cc(Cl)cc(Cl)c1)c1ccc2nc([C@H]3C[C@H](O)[C@@H](CO)O3)[nH]c2c1 | 13.2
COc1ccccc1CNC(=O)C1(C)CCN1Cc1ccc2ccccc2c1 (stereo unspecified) | 1.8
O=C1CC(N2CCCC2)=NC(=O)N1c1ccc(Br)cc1 | -2.5
CC1(C(=O)NCc2ccc(F)c(F)c2)Cc2c(-c3ccc4c(c3)OCO4)ccnc2O1 (stereo unspecified) | -0.6

The list itself, previewed entries included:
mol | NSD2 HMT inh
COc1ccc(N2CCN(CCNS(=O)(=O)c3ccc(F)cc3)CC2)cc1 | 1.8
O=C(NCc1cc(Cl)cc(Cl)c1)c1ccc2nc([C@H]3C[C@H](O)[C@@H](CO)O3)[nH]c2c1 | 13.2
COc1ccccc1CNC(=O)C1(C)CCN1Cc1ccc2ccccc2c1 (stereo unspecified) | 1.8
O=C1CC(N2CCCC2)=NC(=O)N1c1ccc(Br)cc1 | -2.5
CC1(C(=O)NCc2ccc(F)c(F)c2)Cc2c(-c3ccc4c(c3)OCO4)ccnc2O1 (stereo unspecified) | -0.6
CC(C)NC(=O)c1cc(C2CCCCN2C(=O)c2ccc(C(C)C)cc2)on1 (stereo unspecified) | 2.3
Cc1cccc(S(=O)(=O)NC(=O)C2(C)CCN2C(=O)c2sccc2C)c1 (stereo unspecified) | -2.1
O=[N+]([O-])c1cccnc1Nc1ccc(Cl)cc1 | 8.2
CC(Sc1nnc(-c2ccncc2)n1C)C(=O)NCC(=O)Nc1ccc(F)c(F)c1F (stereo unspecified) | -1.3
Oc1ccccc1C=Nn1c(-c2ccccc2F)n[nH]c1=S | 6.5
O=C(c1ccccc1)c1ccc(N2CCN(C(=O)c3ccc(F)cc3F)CC2)c(F)c1 | -6.9
COc1ccc(C(C)NC(=O)C2CCN(CCCc3ccccc3)CC2)cc1OC (stereo unspecified) | 0.5
O=C1NC(=O)C(c2ccccc2)(c2ccccc2)N1S(=O)(=O)c1ccccc1 | -1.1
O=C(NC(c1ccccc1)c1ccc2ccccc2n1)C1CCN(Cc2cccc(C(F)(F)F)c2)CC1 (stereo unspecified) | -0.2
FC(F)(F)c1ccc2c(c1)Nc1ccccc1S2 | 12.3
CC(C)(C)c1ccc(C(=O)O/N=C(\N)Cc2cccs2)cc1 | 6.9
c1cc(-c2cc3nc(NC4CCCCC4)ccn3n2)ccc1OCCN1CCOCC1 | 3.7
C=CCn1c(=S)sc2c(=O)[nH]c(C)nc21 | 0.4
Cn1c(Cc2cccs2)nnc1SCC(=O)Nc1ccc2cn[nH]c2c1 | 6.2
COc1cccc(CNc2nc3cc(-c4cccc(C(F)(F)F)c4)sc3c(=O)n2C)c1 | -1.0

Later entries.
mol | NSD2 HMT inh
COC(=O)C1=CN(c2ccc(Oc3ccccc3)cc2)C(N)=C(C#N)C1c1cccc(OC)c1OC (stereo unspecified) | -2.4
c1ccc(CNc2nc(NCC3CC3)nc3cc(-c4ccccc4)sc23)cc1 | -3.7
CCc1nc2ccc(C(=O)N3CCNC(=O)C3)cn2c1N(C)CCC(C)C | 0.9
CCNC(=O)C1(C)CCCN(C(=O)c2cc(OC)ccc2Br)C1 (stereo unspecified) | -3.8
CCc1cc(C(=O)N(CC)CC(=O)Nc2c(F)cccc2F)sc1C | 1.7
CC(=O)NCCNC(=O)C1Cc2c(-c3ccccc3Oc3ccccc3)ccnc2O1 (stereo unspecified) | -5.1
O=C(Cn1c(-c2cncs2)nc2ccccc21)NCc1cccs1 | -0.7
CCc1nc2c(OCc3cc(Cl)cc(Cl)c3)cccn2c1N(C=O)Cc1ccccc1 | -4.8
CCNC(=O)C1CCCN(C(=O)c2ccc(C(=O)OC)cc2)CC1 (stereo unspecified) | -5.5
CCCCCCCCN1C(=O)[C@H](CC(=O)NCC23CC4CC(CC(C4)C2)C3)C[C@@]2(C(=O)OC)CC(C)(C)CC=C12 | -1.7
Cc1cc(-c2ccccc2)nc2c(Br)c(C(=O)O)nn12 | 35.2
CCCNC(=O)C1(C)CCCN(C(=O)c2cccc(Cl)c2)C1 (stereo unspecified) | -2.2
CCc1nc2ccc(C(=O)N3CCN(C)CC3)cn2c1N(C)CCCc1ccccc1 | 2.2
CC(Oc1ccc(Br)cc1)C(=O)N(Cc1ccccc1)c1c(N)n(Cc2ccccc2)c(=O)[nH]c1=O (stereo unspecified) | 1.6
CCn1c(COc2ccc(Cl)cc2)nnc1SCC(=O)Nc1ccccc1-c1ccccc1 | 0.1
CCC(=O)N1CCC(C)(C(=O)Nc2ccc(OC)c(OC)c2)C1 (stereo unspecified) | -0.9
COc1cc(-c2cc(C(=O)NN3CCN(C)CC3)c3ccccc3n2)cc(OC)c1OC | -2.0
CSc1ccc(CN2CCC(C)(Oc3cccc(F)c3)C2)cc1 (stereo unspecified) | -1.7
O=C(Nc1cccc(Cl)c1Cl)c1csc([C@@H]2O[C@H](CO)[C@@H](O)[C@H]2O)n1 | -0.8
CNC(=O)c1ccc2cc(OC)c(OC)cc2c1 | 1.0

Additional records:
mol | NSD2 HMT inh
O=C(COC(=O)/C=C/c1cccc(F)c1)NC1CCCCC1 | -0.4
CCC(CC)(CC(=O)Nc1cccc(/C=C/c2nc(C3CCC3)cs2)c1)C(=O)O | -17.6
CCCNC(=O)CSc1ccc(S(=O)(=O)N(C)C2CCCCC2)cn1 | 0.9
CCOc1ccc(NS(=O)(=O)c2ccc(Cl)c(N=Nc3c(O)[nH]c(=S)[nH]c3=O)c2)cc1Br | 12.5
Cc1ccc(F)c(S(=O)(=O)NC(=O)C2(C)CCN2C(=O)c2cccc3ccccc23)c1 (stereo unspecified) | -15.1
COc1ccccc1C=C(C(=O)c1ccccc1)c1ccccc1 | -0.1
Cc1cc(Cl)ccc1C(O)c1ncc(-c2ccccc2C(F)(F)F)[nH]1 (stereo unspecified) | 0.5
O=C(CSc1nc2ccccc2[nH]1)N/N=C/c1ccncc1 | -3.0
N#Cc1nc(-c2ccco2)oc1NCc1ccccc1Cl | 19.2
CN(C)S(=O)(=O)c1cccc(NC(=O)CNc2cccc(S(=O)(=O)N3CCCCC3)c2)c1 | -0.8
O=C1/C(=C/c2ccncc2)SC(=S)N1Nc1ccccc1 | 2.2
CS(=O)(=O)Nc1ccc(-c2ccc3nccn3c2)cc1 | -1.4
CC1(C(=O)NS(=O)(=O)Cc2ccccc2C(F)(F)F)CCN1C(=O)Cc1ccccc1 (stereo unspecified) | -2.1
COc1cc(C(=O)OCCCN2CCOCC2)cc(OC)c1OC | -3.4
CSc1ccc(CN2CCC2(C)C(=O)NCc2ccc3c(c2)OCO3)cc1 (stereo unspecified) | 5.8
O=C(NC(c1ccc(Cl)cc1)c1ccsc1)C1CCN(Cc2ccc(Oc3ccccc3)cc2)CC1 (stereo unspecified) | -0.2
O=C(Nc1ccccc1F)O[C@@H]1CC[C@@]23CCCN2C(=O)CCC[C@H]3C1 | -1.7
CCCCNC(=O)C1(C)CCCCN1C(=O)c1cc(OC)ccc1Br (stereo unspecified) | -0.4
COc1ccc(C)cc1NC(=O)COC(=O)c1c(-c2ccccc2)noc1C | -1.0
COc1ccccc1C(C(=O)c1ccccc1)c1ccc(O)cc1 (stereo unspecified) | 1.7

Next section:
mol | NSD2 HMT inh
O=C1C2C3CC(C(Br)C3Br)C2C(=O)N1c1nccs1 (stereo unspecified) | -0.9
O=C(O)c1cc(Cl)n[nH]c1=O | -10.4
Cc1ccc(NC(=O)CCNC(=O)N2CC(=O)Nc3ccccc32)cc1Cl | -0.3
COc1ccc(OC)c(C(=O)NC2CCCc3c2cnn3-c2cc(C)cc(C)c2)c1 (stereo unspecified) | 3.5
CC(CC(=O)Nc1ccc2c(c1)c(=O)n(C)n2-c1ccccc1F)c1ccccc1 (stereo unspecified) | -1.7
CCc1ccc2c(c1)NC(=O)C2(C)Cc1ccc(F)cc1 (stereo unspecified) | 0.7
CCCCNC(=O)C1(C)CCCCN1C(=O)c1ccc2c(c1)C(C)(C)CCC2(C)C (stereo unspecified) | 10.7
CCC(C)n1c(-c2cc(OC)c(OC)c(OC)c2)nc2nc3ccccc3nc21 (stereo unspecified) | -4.0
CC(=O)Nc1ccc(NC(=O)c2ccc(S(=O)(=O)N3CCCCCC3)cc2)cc1 | -2.7
Cc1oc2c(c(C)nn2-c2ccccc2)c(=O)c1Cl | 7.3
Cc1cccn2c(=O)c(C=NCCO)c(Nc3ccc(Cl)cc3)nc12 | -0.8
CCc1ccccc1Oc1nc(NC(C)C)nc2ccsc12 | -4.1
CC(C)N(C(=O)Nc1ccc2nsnc2c1)C(C)C | 104.0*
COC(=O)c1ccc(CNC(=O)c2cc(S(=O)(=O)NCc3ccccc3)ccc2C)cc1 | -0.8
CC1(C(=O)Nc2ccc(F)cc2F)CCN1C(=O)Cc1ccccc1Cl (stereo unspecified) | 7.4
COC(=O)N1CCCCC1c1cc(C(=O)NCc2cccnc2)no1 (stereo unspecified) | -0.1
COc1ccc2oc(C(=O)OCC(=O)Nc3ccc(C)c(S(=O)(=O)N4CCOCC4)c3)c(C)c2c1 | 6.6
Cc1ncc(/C=C2\C(=O)Nc3ccccc32)[nH]1 | 0.7
CCOC(=O)c1nnn2c1nc(SCC(C)=O)c1ccccc12 | -0.2
CCOc1ccc(OCCC(=O)Nc2ccccc2C(=O)NC2CC2)cc1 | 0.5

Following part.
mol | NSD2 HMT inh
COc1cccc(C(O)c2nc(-c3ccc(OC)nc3)cs2)c1 (stereo unspecified) | -1.5
CCc1nc2ccc(C(=O)NCCN3CCNC3=O)cn2c1N(CC)Cc1cccc(Br)c1 | -1.1
O=C(COC(=O)C1COc2ccccc2O1)c1ccc(F)cc1 (stereo unspecified) | 4.1
COc1ccc(CNC(=O)C2(C)Cc3c(-c4ccccc4)ccnc3O2)cc1OC (stereo unspecified) | 1.3
Cc1ccc(NC(=O)Cc2ccc(F)cc2)c(S(=O)(=O)N2CCOCC2)c1 | 0.6
CC1(C(=O)NCc2cccc(Cl)c2)Cc2c(-c3ccc(C(N)=O)cc3)ccnc2O1 (stereo unspecified) | 0.5
Cc1nn(CC(C)C)c(Cl)c1C(=O)NCC1CCCO1 (stereo unspecified) | -1.5
N/C(=N\OC(=O)COc1cc(Cl)c(Cl)cc1Cl)c1ccncc1 | -5.6
N=c1ccn(Cc2ccc(F)cc2)cc1 | -3.2
OC[C@H]1O[C@@H](c2nc3ccc(-c4nc(-c5cccs5)no4)cc3[nH]2)C[C@@H]1O | -1.3
Cc1nnc(NC(=O)CCN2C(=O)C3CC=CCC3C2=O)s1 (stereo unspecified) | -1.2
Cc1ccccc1S(=O)(=O)NC(=O)C1(C)CCN1C(=O)Cc1ccc(Cl)cc1Cl (stereo unspecified) | 1.4
Cc1ccc2ccccc2c1C(O)c1ncc(-c2ccc(C(F)(F)F)cc2)[nH]1 (stereo unspecified) | -1.5
CN(N=Cc1ccc([N+](=O)[O-])cc1)c1ccccn1 | 1.3
O=C(Cn1nnc(-c2ccccc2)c1COc1ccc2ccccc2c1)NCC1CC1 | -1.3
O=C(NCCc1c[nH]c2ccccc12)OCc1cn(Cc2ccccc2C(F)(F)F)nn1 | 0.4
Nc1ncnc2c1ncn2[C@@H]1O[C@H](C(=O)N[C@@H](CCc2ccccc2)C(=O)O)[C@@H](O)[C@H]1O | -2.1
CC(C)CCNC(=O)c1ccc(Cl)c(NC(=O)Cc2ccccc2)c1 | -0.7
S=c1[nH]ncn1NCc1cccc(Br)c1 | 0.5
Cc1c(C(O)(c2ccccc2)c2ccccc2)[n+]2ccccc2n1C | -0.7

Next part
mol | NSD2 HMT inh
COc1ccc(S(=O)(=O)N2CCOCC2)cc1NC(=O)CCCSc1ccccc1 | -2.9
COCCNc1nc(NCCOc2ccccc2Cl)c2sccc2n1 | -1.2
Cn1c(SCn2nnc3ccccc3c2=O)nc2ccccc2c1=O | 0.4
CCCCS(=O)(=O)N1CCCc2nc(-c3ccc(Br)cc3)ccc21 | -0.9
CC(=O)Nc1ccc(NC(=S)NC(=O)c2ccc(-c3ccccc3)cc2)cc1 | -3.0
COc1ccc(Cl)cc1-c1cc(C(=O)NCc2ccc(C(F)(F)F)cc2)[nH]n1 | -3.5
COc1ccc(-c2ccc(C(=O)NCc3ccco3)c3occc23)c(C)c1 | -8.1
Cc1ccc(CN2CCC(C)(Oc3ccc(Cl)cc3)C2)cc1 (stereo unspecified) | 4.4
O=C(/C(=C/c1ccncc1)n1ccnc1)c1ccc(Cl)cc1Cl | 12.6
CC(=O)N1CCN(c2cc(C)nc3nc(C)nn23)CC1 | -8.5
O=C(Nc1cccnc1)c1ccc(CSc2ccc(Cl)cc2)o1 | 1.3
Cc1cc(C(=O)Nc2ccc3c(c2)CCC3)ccc1[N+](=O)[O-] | -2.2
CCCCN(C)C(=O)c1ccc2c(c1)NC(=O)C(C)(C)O2 | -1.7
COc1ccc(OC)c(NS(=O)(=O)Cc2ccccc2)c1 | -0.8
CC(/C=N/NC(=O)CSc1nnc(SCc2ccc(C)cc2)s1)=C\c1ccco1 | -17.6
c1ccc(CCNc2ccc3ncc(-c4cccc5ccccc45)n3n2)nc1 | -1.5
Cc1csc(=O)n1CC(=O)OCC(=O)Nc1ccc(F)c(F)c1F | 3.2
COc1ccc(C(=O)Nc2cc(OC)c(NC(=O)Nc3ccccc3)cc2OC)cc1 | 2.9
COc1ccccc1-c1cnc(C(O)c2ccc(C)c(F)c2)[nH]1 (stereo unspecified) | 6.4
CCCOc1ccc(C(=O)Nc2ccc(N3CCOCC3)cc2N2CCOCC2)cc1OCC | 17.3

(cont.)
mol | NSD2 HMT inh
COc1ccc(C(O)c2ncc(-c3ccc4ccccc4c3)[nH]2)cc1F (stereo unspecified) | 0.1
O=C1CCc2cc(S(=O)(=O)N3CCN(Cc4cccc5c4OCO5)CC3)ccc2N1 | 7.8
CC1C(=O)C(C)C(c2ccc(Cl)cc2)NC1c1ccc(Cl)cc1 (stereo unspecified) | -5.1
CCN1C(=O)N[C@H]2C[C@@H](c3ccccc3)[C@@H](C)[C@@H](C(=O)N3CCCC3)C[C@H]21 | -1.5

Not all compounds are listed; count on the stated rates, not on these rows.
